TDP1 cell CPT: DT40-hTDP1 cell growth loss with CPT; chicken DT40 Tdp1-/-;hTDP1 cells + 20 nM CPT, ATP luminescence, 48 h; Potency, µM (series often up to 46.2 µM), without a hit: at the highest dose activity change, negative = growth inhibition, most hits filed as inhibitors; actives 12% (n = 420,000); AID 686979; note: nearly all actives have a fitted effect of over 55% in size
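Cell growth measured by CellTiter-Glo luminescence after a minimum 48 h, 37 C compound exposure with 20 nM CPT in Tdp1-knockout DT40 cells stably expressing hTDP1, seeded 400/well; qHTS titration format.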
N370S GC mod: inhibits or activates N370S mutant glucocerebrosidase; N370S GC spleen homogenate, 4MU-glucoside fluorescence; Potency, µM (doses to about 59.4 µM), without a hit: top-dose activity change, negative = inhibition, usual class: inhibitors; actives 0.092% (n = 330,000); AID 2101;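 note: 0% = full enzyme activity and -100% = no enzyme basal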
FEN1 inh: blocks human flap endonuclease 1; P39748; Recombinant FEN1 flap cleavage, fluorescence, 15 min; Potency, µM (top dose mostly 114 µM), for inactives: at the highest dose activity change, negative = inhibition, most hits filed as inhibitors; actives 0.35% (n = 390,000); note: nearly all actives have a fitted effect of over 65% in size
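With each library titrated from low to high concentration, compounds met 10 nM FEN1 for 15 min at room temperature before 50 nM substrate was added; readings at 0 and 15 min fed four-parameter Hill curve fits.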
The depositor's hits bear a star; ? = inconclusive; . = no result given. Calls come from the whole dose curve; as a rule, active = well fitted curve in the direction sought with a large enough effect; inconclusive = small, poorly fitted or top-dose-only effect, or another doubt; inactive = no such curve, though single readings can be large; an effect the other way counts as inactive or inconclusive. Unless noted, % is set by controls: 0 for no effect and ±100 for the full control effect; potency is the fitted concentration of half-maximal effect. An excerpt (hit frequency here may not be typical).

1. CCN(CC(=O)NCc1cccs1)C(=O)CCCOc1ccc(C(C)(C)C)cc1
  TDP1 cell CPT = ? | N370S GC mod = . | FEN1 inh = 15%

2. Cc1ccc(-c2cc(C(=O)N/N=C/c3ccco3)[nH]n2)cc1
  TDP1 cell CPT = -28% | N370S GC mod = 5% | FEN1 inh = -2%

3. Cc1ccc(NS(=O)(=O)c2cc3[nH]c(=O)c(=O)[nH]c3cc2C)c(C)c1
  TDP1 cell CPT = 5% | N370S GC mod = ? | FEN1 inh = 1%

4. Cc1ccc(-c2nc3ncccc3o2)cc1NC(=O)c1ccc2c(c1)OCO2
  TDP1 cell CPT = 2% | N370S GC mod = . | FEN1 inh = -6%

5. COc1cc(-c2nc(C(F)(F)F)c(OC)o2)cc(OC)c1OC
  TDP1 cell CPT = ? | N370S GC mod = 5% | FEN1 inh = -5%

6. COc1ccc(-n2nc(C(=O)NCC(=O)N3CC(C)CC(C)C3)c3ccccc3c2=O)c(OC)c1 (configuration not stated)
  TDP1 cell CPT = -20% | N370S GC mod = 3% | FEN1 inh = -3%

7. C/C(=N\OCc1ccc(C#N)cc1)c1ccccc1
  TDP1 cell CPT = ? | N370S GC mod = -9% | FEN1 inh = 25%

8. O=C(O)c1ccc(CS(=O)(=O)c2ccc(Br)cc2)cc1
  TDP1 cell CPT = 7% | N370S GC mod = -8% | FEN1 inh = 20%

Reformatted as a markdown table: part of the list above
| no. | Structure | TDP1 cell CPT | N370S GC mod | FEN1 inh |
| --- | --- | --- | --- | --- |
| 6 | COc1ccc(-n2nc(C(=O)NCC(=O)N3CC(C)CC(C)C3)c3ccccc3c2=O)c(OC)c1 (configuration not stated) | -20% | 3% | -3% |
| 7 | C/C(=N\OCc1ccc(C#N)cc1)c1ccccc1 | ? | -9% | 25% |

A draw from above in order of number of heavy atoms, descending:
3. Cc1ccc(NS(=O)(=O)c2cc3[nH]c(=O)c(=O)[nH]c3cc2C)c(C)c1
  TDP1 cell CPT = 5% | N370S GC mod = ? | FEN1 inh = 1%

2. Cc1ccc(-c2cc(C(=O)N/N=C/c3ccco3)[nH]n2)cc1
  TDP1 cell CPT = -28% | N370S GC mod = 5% | FEN1 inh = -2%

8. O=C(O)c1ccc(CS(=O)(=O)c2ccc(Br)cc2)cc1
  TDP1 cell CPT = 7% | N370S GC mod = -8% | FEN1 inh = 20%

7. C/C(=N\OCc1ccc(C#N)cc1)c1ccccc1
  TDP1 cell CPT = ? | N370S GC mod = -9% | FEN1 inh = 25%

Bioassay records (PubChem)
